Source: PubChem BioAssay
TAAR1 antag = human TAAR1 antagonists, primary screen, Fluo-8 calcium fluorescence, CHO RD-HGA16 cells; Trace amine-associated receptor 1 (Homo sapiens), Q96RJ0; antagonist; inhibition, % at 3 µM; 1.5% of 360,000 active;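 active = inhibition above a per-plate cutoff, the mean inhibition of test compounds on that plate plus 3 SD, cut at about 49% in these data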;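 also: 0% = DMSO plus EC80 beta-PEA response and 100% = DMSO alone without agonist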
Target sequence (Q96RJ0 whole entry, looked up): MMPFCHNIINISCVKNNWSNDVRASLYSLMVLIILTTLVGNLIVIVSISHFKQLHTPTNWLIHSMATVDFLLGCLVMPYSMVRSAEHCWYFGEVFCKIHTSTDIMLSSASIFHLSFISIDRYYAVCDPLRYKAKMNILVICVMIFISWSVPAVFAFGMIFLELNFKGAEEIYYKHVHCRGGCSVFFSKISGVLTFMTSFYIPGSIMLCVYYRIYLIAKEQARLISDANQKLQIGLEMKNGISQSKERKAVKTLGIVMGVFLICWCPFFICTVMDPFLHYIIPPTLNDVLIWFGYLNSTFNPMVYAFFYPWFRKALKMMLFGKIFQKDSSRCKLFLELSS
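Test system: CHO RD-HGA16 cells bearing hTAAR1 | Reagent: β-PEA, EC80 | Compound dosing: 3 µM, single point | Schedule: Dye loading 75 min at 37 °C, then 30 min room temperature | Signal: Calcium fluorescence with Fluo-8 | Evaluation: Percent inhibition of PEA-evoked calcium signal, max/basal emission ratio | Control set: DMSO-only wells and EC80 β-PEA-stimulated wells | Repeats: Singlicate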
CHO-K1 Ca antag = counter-screen for M1 antagonists: effect in parental CHO-K1 cells. ATP-induced calcium, Fluo-8 fluorescence. inhibition, % at 3 µM. 0.6% of 360,000 active. AID 602250;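 active = inhibition above a per-plate cutoff, the plate's mean sample inhibition plus 3 SD, cut at about 24% in these data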;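 also: 0% = DMSO plus EC80 ATP and 100% = DMSO alone without ATP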
GPR7 antagonist = GPR7 receptor antagonists, primary screen, cell-based, fluorescence, single concentration; 1.1% of 290,000 active; inhibition, % at 4.4 µM; GPR7-expressing cells, fluorescence antagonist assay; Neuropeptides B/W receptor type 1 (Homo sapiens), P48145; in the data active = inhibition above about 16%, passing the limit was not always enough;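 also: cells stimulated with the agonist NPW; 0% = agonist with vehicle and 100% = vehicle without agonist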
Target sequence (P48145 whole entry, looked up): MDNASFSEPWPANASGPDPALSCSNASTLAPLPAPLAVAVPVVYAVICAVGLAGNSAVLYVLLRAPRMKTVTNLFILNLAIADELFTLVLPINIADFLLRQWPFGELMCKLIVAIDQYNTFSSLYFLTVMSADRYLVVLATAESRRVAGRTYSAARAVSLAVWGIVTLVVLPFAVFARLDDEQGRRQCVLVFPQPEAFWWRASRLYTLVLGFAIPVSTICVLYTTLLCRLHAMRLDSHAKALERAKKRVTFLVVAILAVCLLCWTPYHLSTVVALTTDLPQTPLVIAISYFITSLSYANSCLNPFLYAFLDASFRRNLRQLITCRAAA
V1R ag counter = agonists of human V1a receptor, primary screen, counter-screen for OXTR agonist project, fluorescence, CHO-V1R cells. activation, % at 3 µM. 0.25% of 320,000 active. Vasopressin V1a receptor (Homo sapiens), P37288. Fluo-8 calcium fluorescence, agonist mode; 0% DMSO, 100% 3 nM vasopressin;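 active = activation above the mean activation of all tested compounds plus 3 SD, per screening run, cut at about 20% in these data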;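 also: signal is peak over basal fluorescence ratio across a 100 second FLIPR read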
Target sequence (P37288 whole entry, looked up): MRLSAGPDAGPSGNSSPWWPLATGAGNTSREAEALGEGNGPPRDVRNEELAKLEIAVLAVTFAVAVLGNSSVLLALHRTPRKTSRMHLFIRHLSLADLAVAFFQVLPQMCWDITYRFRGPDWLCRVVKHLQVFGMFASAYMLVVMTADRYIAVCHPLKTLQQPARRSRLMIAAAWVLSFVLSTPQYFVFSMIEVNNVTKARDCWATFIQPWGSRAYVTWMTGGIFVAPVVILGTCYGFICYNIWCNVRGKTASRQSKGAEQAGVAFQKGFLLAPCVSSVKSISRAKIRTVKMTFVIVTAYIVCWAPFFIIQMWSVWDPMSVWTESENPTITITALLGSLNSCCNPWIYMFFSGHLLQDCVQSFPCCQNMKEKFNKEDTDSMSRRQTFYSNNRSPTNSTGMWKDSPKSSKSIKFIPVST
CHO-K1 Ca PAM = nonselective calcium activators in parental CHO-K1 cells, primary screen, counter-screen for M1 PAM project, cell-based, Fluo-8 calcium fluorescence, full deck, 1536-well. ATP EC20; 0% at ATP EC20, 100% at ATP max. activation, % at 3 µM. 0.02% of 360,000 active. AID 602247, 2012;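 active = activation above the run cutoff, the mean activation of all test compounds plus 3 SD, cut at about 40% in these data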;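 also: peak over basal fluorescence ratio in a 140 s read after ATP addition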
CHO-K1 Ca ag = counter-screen for M1 agonists: effect in parental CHO-K1 cells. activation, % at 3 µM. AID 602248, 2012. Fluo-8 calcium fluorescence; scaled to maximal ATP response, vehicle zero. 0.48% of 360,000 active; in the data active = activation above about 15%;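 also: untransfected CHO-K1 host cells lacking M1 receptor as counterscreen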
CHO parental Ca = ATP-evoked calcium signal inhibitors, parental CHO, primary screen, counter-screen for OX1R antagonist project, cell-based, fluorescence, Fluo-8 calcium dye. parental CHO-K1, ATP-induced calcium, Fluo-8 fluorescence. inhibition, % at 5.6 µM. 0.63% of 330,000 active;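 active = inhibition above that plate's mean sample inhibition plus 3 SD, cut at about 26% in these data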;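 also: 0% = ATP-challenged DMSO wells and 100% = DMSO wells without ATP; some compounds past the cut are filed as inactive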
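Test system: untransfected parental CHO cell line. Compound: one dose, 5.6 µM nominal. Detection: intracellular calcium via Fluo-8 no-wash fluorescent dye. Measure: % inhibition. Benchmarks: ATP-challenged DMSO wells low, unchallenged DMSO wells high.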
OXTR ag = human OXTR agonists, primary screen, fluorescence, CHO-OTR cells, Fluo-8 calcium. Oxytocin receptor (Homo sapiens), P30559. 0.32% of 320,000 active. activation, % at 3 µM. Fluo-8 calcium fluorescence; normalized: DMSO 0%, oxytocin 100%;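 active = activation above the mean of all tested compounds plus 3 SD, cutoff set per screening run, cut at about 20% in these data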;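 also: peak over basal fluorescence ratio from a 100 s FLIPR kinetic read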
OXTR potentiator = human OXTR potentiators, primary screen, fluorescence, CHO-OTR cells, Fluo-8 calcium. Oxytocin receptor (Homo sapiens), P30559. Fluo-8 calcium fluorescence, potentiator mode; 0% = oxytocin EC15, 100% = EC100. activation, % at 3 µM. 0.061% of 320,000 active;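 active = activation above that plate's cutoff, the mean activation of tested compounds plus 3 SD, cut at about 6.6% in these data, passing the limit was not always enough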;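 also: 100% uses oxytocin at 75 nM as the full agonist control; some results filed as inactive read as strong as hits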
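Material: human OTR in CHO cells. Compound: 3.0 µM, one dose. Timing: compound 6 min at room temperature before oxytocin, 100 s read. Evaluation: % activation of max/min ratio relative to oxytocin controls. Replication: single well per compound, singlicate. Signal: Fluo-8 calcium dye fluorescence.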
* hit, by the source's call; / = no result given.

#1 CCOC(=O)[C@]12CCCC=C1N(Cc1ccco1)C(=O)[C@H](CC(=O)NCCCOC)C2
#2 COc1cccc(/C=N/Nc2ccc(Cl)nn2)c1
#3 CCOC(=O)c1cnc(SCC(=O)c2ccc(Cl)cc2)nc1N
#4 CC(CCc1ccccc1)NC(=O)Cn1cccc1C(=O)c1ccccc1 (stereo unspecified)
#5 Cc1ccc(CN2CCN(CC(=O)O)C2=O)cc1
#6 COc1ccccc1NC(=O)c1cc(C(=O)Nc2ccccc2OC)cc([N+](=O)[O-])c1
#7 COc1ccc(Cl)cc1CSc1ncn[nH]1
#8 CN(C(=O)COc1cccc(Br)c1)C1CCS(=O)(=O)C1 (stereo unspecified)
#9 COc1ccc(N(CC(=O)Nc2ccc3c(c2)OCO3)S(=O)(=O)c2ccc(C)cc2)cc1OC
#10 COc1ccccc1OCC(=O)Nc1c2c(nn1-c1ccc(F)cc1)CS(=O)(=O)C2

screen / no.,1,2,3,4,5,6,7,8,9,10
TAAR1 antag,4,-10,1,-13,10,-3,-4,8,11,-22
CHO-K1 Ca antag,6,-18,-22,-15,-13,0,-6,-5,-13,-7
GPR7 antagonist,/,-15,3,-11,-1,1,-8,-7,-9,-6
V1R ag counter,/,-0.4,0.0,0.7,1.4,-0.4,0.1,0.5,1.2,0.9
CHO-K1 Ca PAM,-2,12,22,9,24,8,8,5,18,26
CHO-K1 Ca ag,-0.2,1.4,1.5,1.1,1.6,0.0,0.2,0.3,3.8,1.3
CHO parental Ca,/,-1,-21,-15,4,-10,-15,-7,-11,1
OXTR ag,/,-1.9,-1.6,-0.7,-0.3,-0.9,7.5,2.5,0.9,-0.3
OXTR potentiator,/,-5,-7,-3,-3,-11,-4,-4,-31,-8

#11 Cc1c(C(=O)N2CCN(S(=O)(=O)c3ccccc3)CC2)oc2ccc(Br)cc12
#12 COc1cccc(C(=O)NN2C(=S)N(c3ccccc3)C(=O)C2CC(N)=O)c1 (stereo unspecified)
#13 O=C(O)c1oc2ccccc2c1CN1CCN(c2ccccc2)CC1
#14 COc1ccc(NS(=O)(=O)c2ccc3nc(COc4cccc5ccccc45)[nH]c3c2)cc1
#15 COc1ccc(NC(=O)C2CCCN(S(=O)(=O)c3cccs3)C2)cc1OC (stereo unspecified)
#16 O=C(CSc1nc(-c2ccc(F)cc2)nc2ccc(F)cc12)Nc1cccc(C(=O)O)c1
#17 Clc1ccccc1N1CCN(Cc2ccco2)CC1
#18 O=C(Nc1ccc(F)cc1)N1CCN(C(=O)C2CCCO2)CC1 (stereo unspecified)
#19 Cc1ccc(S(=O)(=O)c2c(N)n(C)c3nc4ccccc4nc23)cc1
#20 CCc1ccc(NC(=O)C(NS(=O)(=O)c2ccc3c(c2)CCN3C(C)=O)C(C)C)cc1 (stereo unspecified)

screen / no.,11,12,13,14,15,16,17,18,19,20
TAAR1 antag,-5,-27,5,14,33,-10,0,-20,3,-3
CHO-K1 Ca antag,-3,15,-2,3,5,-1,-20,-1,-12,-12
GPR7 antagonist,/,-6,-2,-1,1,3,-5,7,-10,-1
V1R ag counter,1.1,-1.8,0.7,1.8,1.9,0.0,1.3,-0.4,2.0,0.5
CHO-K1 Ca PAM,-7,-22,-2,16,0,3,19,7,18,12
CHO-K1 Ca ag,0.2,-0.1,-0.1,1.8,4.8,-0.1,2.1,4.2,0.5,-0.1
CHO parental Ca,-17,-13,-5,18,3,9,-4,6,-11,-13
OXTR ag,-1.0,-0.9,0.6,0.4,-0.2,0.7,0.5,0.6,1.6,-0.6
OXTR potentiator,-9,-10,-4,-11,-2,-6,-4,-15,-10,-12

#21 O=C1[C@H](Cc2ccccc2)NCC=CC[C@H](c2ccco2)N1Cc1ccccc1
#22 O=C1c2ccccc2C(=O)N1CC(=O)N1c2ccccc2Sc2ccccc21
#23 COc1cc(/C=C(\NC(C)=O)C(=O)N2CCCCC2)ccc1OC(C)=O
#24 CCOCCCNC(=O)C1CCCN1S(=O)(=O)c1ccc(Cl)cc1 (stereo unspecified)
#25 O=S(=O)(Nc1c(O)ccc2ccccc12)c1ccc(F)cc1
#26 CCC(=O)Nc1ccc2oc(-c3cccnc3)nc2c1
#27 Cn1c(NNC(=O)CCC2CCCCC2)cc(=O)n(C)c1=O
#28 COc1ccc(C(C(=O)NC2CCCCC2)N(CC2CCCO2)C(=O)C2COc3ccccc3O2)cc1OC (stereo unspecified)
#29 CCCCOC(=O)c1ccc(NC(=O)c2c(OC)cccc2OC)cc1
#30 C=CCNC(=O)C1CC(=O)N(c2ccc(OCC(=O)Nc3ccccc3)cc2)C1 (stereo unspecified)

screen / no.,21,22,23,24,25,26,27,28,29,30
TAAR1 antag,42,-28,-3,-3,5,-2,-15,-4,10,-23
CHO-K1 Ca antag,-8,-22,-9,-9,-6,-14,-7,0,12,-11
GPR7 antagonist,/,-1,-4,-6,/,-11,-4,-13,7,2
V1R ag counter,/,0.3,0.5,-1.1,1.5,1.4,-0.6,-0.6,0.2,0.3
CHO-K1 Ca PAM,5,14,11,3,9,26,28,4,-13,5
CHO-K1 Ca ag,3.8,1.6,0.3,0.0,3.3,1.3,1.7,-0.1,0.0,0.6
CHO parental Ca,/,-18,-3,-7,-39,1,17,-23,-8,6
OXTR ag,/,0.4,1.4,-0.6,0.0,1.6,-0.4,-1.6,0.7,-0.5
OXTR potentiator,/,-3,-6,-6,-8,2,-3,-5,-1,-4

#31 C=CCNC(=O)C1CC(=O)N(c2ccc(C)cc2)C1 (stereo unspecified)
#32 COc1ccc(C(C)=O)cc1CC1(C)C(=O)Nc2ccc(OC(F)(F)F)cc21 (stereo unspecified)
#33 COc1cc(/C=C2\CC/C(=C\c3ccc(OCCO)c(OC)c3)C2=O)ccc1OCCO
#34 c1ccc(NCc2nc(-c3ccccc3)no2)cc1
#35 COc1ccc(CSCC(=O)N/N=C/c2ccccc2O)cc1
#36 COC(=O)CC(=O)CSc1nc2c(cc1C#N)CCCCC2
#37 CN(C)/C=C/C(=O)c1ccc(Cl)c([N+](=O)[O-])c1
#38 O=C(COc1ccc(Br)cc1)N1CCc2ccccc2C1
#39 COc1ccccc1C(C)NCC(=O)Nc1ccccc1C(F)(F)F (stereo unspecified)
#40 CNC(=O)NC(=O)CSc1ccc(S(=O)(=O)N2CCOCC2)cn1

screen / no.,31,32,33,34,35,36,37,38,39,40
TAAR1 antag,-2,-18,43,10,-4,-9,5,-11,2,-1
CHO-K1 Ca antag,0,-8,18,-12,-16,0,-5,-4,-6,-15
GPR7 antagonist,-9,/,5,-8,-14,-11,2,3,-2,/
V1R ag counter,0.3,/,43*,-0.2,3.4,0.4,-0.8,-1.6,-0.4,0.5
CHO-K1 Ca PAM,11,19,4,22,24,2,10,-5,27,18
CHO-K1 Ca ag,-0.6,0.4,31*,0.7,0.7,0.2,0.1,1.1,1.3,0.8
CHO parental Ca,0,/,18,0,-25,-10,-7,-14,-18,-1
OXTR ag,0.7,/,30*,-2.8,3.4,0.1,0.1,-2.8,-2.4,0.1
OXTR potentiator,8,/,-19,-6,-5,-1,-6,0,1,-4

Compound profiles, as listed above:
Profile of O=C(COc1ccc(Br)cc1)N1CCc2ccccc2C1 : TAAR1 antag = -11; CHO-K1 Ca antag = -4; GPR7 antagonist = 3; V1R ag counter = -1.6; CHO-K1 Ca PAM = -5; CHO-K1 Ca ag = 1.1; CHO parental Ca = -14; OXTR ag = -2.8; OXTR potentiator = 0
Profile of CN(C)/C=C/C(=O)c1ccc(Cl)c([N+](=O)[O-])c1 : TAAR1 antag = 5; CHO-K1 Ca antag = -5; GPR7 antagonist = 2; V1R ag counter = -0.8; CHO-K1 Ca PAM = 10; CHO-K1 Ca ag = 0.1; CHO parental Ca = -7; OXTR ag = 0.1; OXTR potentiator = -6

Other results
#41 COCCNC(=O)c1ccccc1NC(=O)Nc1ccccc1
#42 CN(C)CCCNc1cc(C(C)(C)C)nc2c(-c3ccccc3)cnn12
#43 COc1ccc(N2CCN(C(=O)CN3C(=O)COc4ccccc43)CC2)cc1
#44 Nc1nc(-c2ccc(Cl)cc2)nn1C(=O)c1cccs1
#45 O=C(NCc1ccccn1)C1Nc2ccc(OC(F)(F)F)cc2C2C=CCC12 (stereo unspecified)
#46 O=C(Nc1ccncc1)Nc1ccc(Cl)cc1
#47 COCc1cc(=O)n2[nH]c(-c3cccs3)cc2n1
#48 O=C(Cc1ccccc1)NCCCc1ccccc1
#49 CCOC(=O)c1c(C)n(C)c2ccc(OC)c(NS(=O)(=O)CC)c12
#50 C[n+]1cccc(O)c1SCc1ccccc1

screen / no.,41,42,43,44,45,46,47,48,49,50
TAAR1 antag,9,14,-10,2,13,50*,-27,-3,-23,18
CHO-K1 Ca antag,-6,-5,-3,-7,-12,12,-8,-14,-7,-6
GPR7 antagonist,6,67*,0,-2,/,-4,-8,-4,-5,/
V1R ag counter,-0.1,8.0,2.1,0.6,0.0,11,0.0,-0.5,-1.2,0.6
CHO-K1 Ca PAM,-1,23,-4,25,20,12,13,18,11,8
CHO-K1 Ca ag,0.3,0.8,0.8,0.7,-0.6,11,2.4,0.8,-0.1,0.4
CHO parental Ca,-6,27,-18,-12,-24,14,-2,-14,-22,7
OXTR ag,0.5,14,1.4,1.5,0.7,6.3,-1.1,-1.4,-0.7,-0.8
OXTR potentiator,0,-9,-11,4,-7,-9,-2,-3,-1,-2

#51 COc1cc(C=O)ccc1Oc1nc(Nc2ccc(F)cc2F)nc(N2CCOCC2)n1
#52 COCCNC(=S)NNc1ccccc1[N+](=O)[O-]
#53 Cc1ccc(N2CCN(c3ccc(C)cc3)C2c2cccnc2)cc1
#54 COC(=O)c1ccccc1NC(=O)COc1ccc2c(c1)OCO2
#55 CC[C@H](C)[C@H](NC(N)=O)C(=O)Nc1ccccc1F

screen / no.,51,52,53,54,55
TAAR1 antag,-7,15,-11,3,-8
CHO-K1 Ca antag,-2,7,-17,30*,6
GPR7 antagonist,-1,-7,3,9,9
V1R ag counter,0.1,0.7,-0.3,0.4,1.0
CHO-K1 Ca PAM,11,-8,18,-7,-19
CHO-K1 Ca ag,1.9,-0.2,0.4,1.5,0.2
CHO parental Ca,-12,-21,-9,-7,-3
OXTR ag,-0.9,0.4,-0.1,-0.6,1.2
OXTR potentiator,1,-1,-3,0,-5
